Vif-A3G inh – qHTS for Inhibitors of Vif-A3G Interactions: qHTS. DNA dC->dU-editing enzyme APOBEC-3G (Homo sapiens), Q9HC16. HeLa A3G-eYFP + Vif (tagged APOBEC3G with the HIV-1 protein that degrades it), YFP fluorescence, overnight. Potency, µM (series often up to 46.1 µM), without a hit: top-dose activity, negative = active, most hits filed as inhibitors. hit rate 0.076% among 410,000. AID 602310, 2012;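 further: potency means the concentration at half of the fitted maximal effect; on the % scale 0 is the no-effect control and ±100 the full control effect; nearly all actives have a fitted effect of over 60% in size; hits raise eYFP signal because A3G escapes Vif-driven loss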
Target sequence (Q9HC16 whole entry, looked up): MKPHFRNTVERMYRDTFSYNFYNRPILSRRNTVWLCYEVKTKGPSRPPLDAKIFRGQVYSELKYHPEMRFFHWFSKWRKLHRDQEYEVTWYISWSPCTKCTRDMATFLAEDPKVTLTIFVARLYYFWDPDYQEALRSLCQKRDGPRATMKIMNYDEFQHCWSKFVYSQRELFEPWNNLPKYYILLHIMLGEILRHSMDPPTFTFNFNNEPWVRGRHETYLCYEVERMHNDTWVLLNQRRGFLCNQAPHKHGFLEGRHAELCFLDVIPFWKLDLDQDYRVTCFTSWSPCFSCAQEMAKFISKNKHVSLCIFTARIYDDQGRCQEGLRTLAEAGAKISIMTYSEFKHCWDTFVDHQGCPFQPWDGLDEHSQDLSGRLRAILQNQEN
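Read-out is eYFP fluorescence (Ex 488/Em 500-530) from Vif-expressing HeLa A3G-eYFP cells; more signal means A3G escaped Vif-mediated degradation. Cells plated overnight, compound pinned in, incubated overnight at 37 deg C.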
Vif-APOBEC3F blk – qHTS for Inhibitors of Vif-A3F Interactions: qHTS; HeLa A3F-eYFP + Vif (tagged APOBEC3F with the HIV-1 protein that degrades it), YFP fluorescence increase; Potency, µM (series often up to 46.1 µM), inactives show at the top dose activity, negative = active; hit rate 0.2% among 390,000; further: potency means the concentration at half of the fitted maximal effect; % of control where 0% means no effect; nearly all actives have a fitted effect of over 65% in size
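HeLa cells stably expressing Vif plus C-terminally eYFP-tagged A3F were seeded, incubated overnight at 37 deg C, dosed with compound, incubated overnight again at 37 deg C. Yellow fluorescence (Ex 488/Em 500-530) reported blocked Vif-mediated A3F-eYFP degradation.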
TrxR1 substrate – qHTS Assay for Substrates of Mammalian Selenoprotein Thioredoxin Reductase 1 (TrxR1): qHTS. Thioredoxin reductase 1, cytoplasmic (Rattus norvegicus), O89049. hit rate 0.01% among 390,000. purified TrxR1 substrate turnover, NADPH consumption readout. AID 588456, 2011. Potency, µM (highest dose often 114 µM), for the others: at the highest dose activity change, negative = substrate turnover; further: potency means the concentration at half of the fitted maximal effect; on the % scale 0 is the no-effect control and ±100 the full control effect; nearly all actives have a fitted effect of over 50% in size
Target sequence (O89049 whole entry, looked up): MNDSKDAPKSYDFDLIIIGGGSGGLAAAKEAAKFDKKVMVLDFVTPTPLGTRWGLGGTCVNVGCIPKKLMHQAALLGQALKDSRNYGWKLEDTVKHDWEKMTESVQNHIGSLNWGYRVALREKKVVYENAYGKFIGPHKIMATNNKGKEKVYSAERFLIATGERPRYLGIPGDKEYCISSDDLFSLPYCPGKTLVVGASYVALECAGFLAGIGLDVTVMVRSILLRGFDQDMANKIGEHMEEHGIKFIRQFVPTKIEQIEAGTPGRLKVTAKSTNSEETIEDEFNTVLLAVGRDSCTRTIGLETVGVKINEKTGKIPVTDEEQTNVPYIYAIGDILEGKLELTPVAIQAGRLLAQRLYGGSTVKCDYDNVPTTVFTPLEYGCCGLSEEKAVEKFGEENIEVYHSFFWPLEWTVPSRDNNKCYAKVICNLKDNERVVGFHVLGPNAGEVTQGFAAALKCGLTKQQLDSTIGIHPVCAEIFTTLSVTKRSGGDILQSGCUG
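Rat TrxR1, dispensed at 90 nM, was prereduced with 400 uM NADPH (final) for 5 min at ~22 deg C, then incubated with compound 15 min before 400 uM selenite. A first-read NADPH fluorescence drop versus no-compound background flagged substrates.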
RGS4 inh – Inhibitors of Regulator of G Protein Signaling (RGS) 4: qHTS | Transcreener GDP fluorescence polarization, RGS4-accelerated GTP hydrolysis | Potency, µM (titrated, usually from 114 µM), for inactives: at the highest dose activity change, negative = inhibition, actives largely listed as inhibitors | hit rate 0.039% among 390,000; further: potency means the concentration at half of the fitted maximal effect; on the % scale 0 is the no-effect control and ±100 the full control effect; nearly all actives have a fitted effect of over 75% in size; some results filed as inactive show a strong effect at the top dose
Target sequence (P49798 whole entry, looked up): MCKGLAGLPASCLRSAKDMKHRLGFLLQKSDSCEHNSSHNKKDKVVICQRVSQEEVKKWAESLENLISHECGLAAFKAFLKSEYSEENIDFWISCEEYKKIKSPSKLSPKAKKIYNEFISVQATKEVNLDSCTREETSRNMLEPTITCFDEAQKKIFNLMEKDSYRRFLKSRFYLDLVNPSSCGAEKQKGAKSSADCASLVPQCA
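MLSMR compounds (23 nl, pin-transferred) preincubated 10 min at room temperature with a 500nM (2x) first reagent, then RGS4 at 900nM (2x) plus Transcreener GDP mix added; fluorescence polarization (620/688 nm) read before and after 90 min at 30 °C.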
USP1-UAF1 inh – Inhibitors of USP1/UAF1: Primary Screen; Ubiquitin carboxyl-terminal hydrolase 1 (Homo sapiens), O94782; recombinant USP1/UAF1, Ub-Rhodamine cleavage fluorescence; Potency, µM (titrated, usually from 57.1 µM), for inactives: at the highest dose activity change, negative = inhibition, most hits filed as inhibitors; hit rate 0.23% among 390,000; further: potency means the concentration at half of the fitted maximal effect; on the % scale 0 is the no-effect control and ±100 the full control effect; nearly all actives have a fitted effect of over 60% in size; inactives centre near -12
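USP1/UAF1 complex (1 nM) preincubated 15 min at room temperature with compound, then Ub-Rho substrate (150 nM final) added. Kinetic fluorescence at 480/540 nm over 6 reads at 60 s intervals; 50 mM HEPES pH 7.8, 0.5 mM EDTA, 0.1 mg/ml BSA, 1 mM TCEP, 0.01% Tween-20.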
mIDH1 inhibitor – qHTS for Inhibitors of mutant isocitrate dehydrogenase 1 (IDH1): qHTS. Isocitrate dehydrogenase [NADP] cytoplasmic (Homo sapiens), O75874. IDH1-R132H enzyme, NADPH consumption, diaphorase/resazurin fluorescence. Potency, µM (top dose mostly 76.6 µM), for the others: at the highest dose activity change, negative = inhibition, hits mostly inhibitors. hit rate 0.093% among 390,000; further: potency means the concentration at half of the fitted maximal effect; on the % scale 0 is the no-effect control and ±100 the full control effect; nearly all actives have a fitted effect of over 65% in size
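IDH1-R132H (0.5 ug/mL dispensed) in pH 7.5 Tris buffer was preincubated 30 min with compound, then given a substrate mix of 0.016 mM NADPH and 2 mM alpha-KG for 80 min at room temperature; remaining NADPH was read by diaphorase/resazurin fluorescence.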
rTrxR1 inhibitor – qHTS Assay for Inhibitors of Mammalian Selenoprotein Thioredoxin Reductase 1 (TrxR1): qHTS; recombinant rTrxR1, NADPH fluorescence consumption, selenite substrate; Potency, µM (top dose mostly 114 µM), inactives show top-dose activity change, negative = inhibition, actives largely listed as inhibitors; Thioredoxin reductase 1, cytoplasmic (Rattus norvegicus), O89049; hit rate 1% among 390,000; further: potency means the concentration at half of the fitted maximal effect; on the % scale 0 is the no-effect control and ±100 the full control effect; nearly all actives have a fitted effect of over 65% in size
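Rat TrxR1 (90 nM in the dispensed reagent) was pre-reduced with 400 uM NADPH for 5 min at room temperature, then incubated with compound for 15 min. After 400 uM selenite was added, NADPH fluorescence (Ex 340/Em 450 nm) was followed for 8 min.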
LDHA block – qHTS assay for inhibitors of human lactate dehydrogenase. hit rate 0.15% among 480,000. activity change, % (values are at about 110 or 230 µM). L-lactate dehydrogenase A chain (Homo sapiens), P00338. purified LDHA, NADH/diaphorase-resazurin fluorescence; stronger effect = lower value. AID 1347041, 2019; in the data active means activity change below about -30%; inconclusive means mostly about -25% to -30%;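 further: plate controls were DMSO wells for no effect and wells without enzyme for full effect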
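Enzyme activity of human lactate dehydrogenase 5 (2 nM; 0.06 mM NADH, 0.2 mM pyruvate, 5 min, RT) is measured via a resazurin/diaphorase fluorescence readout of residual NADH.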
Glioma ERSR ind – qHTS for Inducers of the Endoplasmic Reticulum Stress Response (ERSR) in Human Glioma: qHTS; Potency, µM, for the others: at the top dose activation, most hits filed as activators; U87-MG GRP78 promoter luciferase reporter, 16 h; hit rate 0.02% among 420,000; further: potency means the concentration at half of the fitted maximal effect; series mostly up to about 76 µM; % of control where 0% means no effect; nearly all actives have a fitted effect of over 35% in size
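Stably transfected U87-MG human glioma cells carrying a GRP78-based luminescent sensor were seeded at 1000 cells/well, pin-dosed with compounds and incubated 16 h. Luciferase reagent was then added, and end-point luminescence was read after 10 min at room temperature.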
* = called active by the depositor; ? = inconclusive; / = no result given; & = joins results of further samples; [ ] = another dose, or the depositor's remark. Unless noted, the call rests on the fitted dose curve; in most records, active means well fitted curve in the direction sought with a large enough effect; inconclusive means small, poorly fitted or top-dose-only effect, or another doubt; inactive means no such curve, though single readings can be large; an effect the other way counts as inactive or inconclusive. A portion of the library. The share of hits here may be higher or lower than overall.

SMILES | Vif-A3G inh | Vif-APOBEC3F blk | TrxR1 substrate | RGS4 inh | USP1-UAF1 inh | mIDH1 inhibitor | rTrxR1 inhibitor | LDHA block | Glioma ERSR ind
Nc1cc2c(cc1Br)-c1c(C(=O)O)cccc1C2O (stereo not given) | 0% | 2% | 4%[11.4 µM] | -51% | -11% | 1% | 16%[11.4 µM] | 1 | -4%
CCOC(=O)Cc1csc(NC(=O)CCS(=O)(=O)Cc2ccccc2)n1 | 1% | -2% | 9%[57.1 µM] | 7% | -9% | 6% | -33%[57.1 µM] | -3 | -4%
COc1cc(S(=O)(=O)N2CCOCC2)cc(C(=O)NCC(c2cccs2)N2CCOCC2)c1OC (stereo not given) | 5% | -3% | 6% | 13% | -18% | -6% | 8% | -1 | -4%
CCC1=Nc2cc(C(=O)NCc3ccco3)ccc2Sc2ccc(C)cc21 | -29% | 8% | -5% | 5% | -18% | 0% | -13% | -9 | -4%
COc1ccc(-c2cnc(C)o2)cc1S(=O)(=O)Nc1cccc(C(F)(F)F)c1 | -3% | 4% | -3%[57.1 µM] | -2% | -22% | -7% | -5%[57.1 µM] | -1&0 | 2%
Cc1ccc(S(=O)(=O)CCC(=O)OCc2nnc(-c3ccccc3Br)o2)cc1 | -1% | -20% | 1% | 4% | -11% | -12% | 6% | -7 | -1%
CCCC(=O)NC(NC(=S)Nc1c(C)n(C)n(-c2ccccc2)c1=O)C(Cl)(Cl)Cl (stereo not given) | -5% | -5% | -4% | -29% | -1% | 11% | -10% | -2 | -5%
COc1cc(CNCCSc2nnnn2C)cc(OC)c1OC | 2% | -5% | 6% | 33% | -10% | 0% | 13% | -7 | 0%
COc1ccc(NC(=S)N(CCc2c(C)[nH]c3ccccc23)Cc2ccco2)cc1 | -3% | -6% | 3% | -7% | -11% | 0% | 16% | 0 | -5%
CC(C)Cc1ccc(C(C)C(=O)N2CCOCC2)cc1 (stereo not given) | -6% | -8% | -9%[57.1 µM] | -15% | -15% | -8% | ? | -9 | 4%
O=C(NNC(=O)c1cccnc1)NC1CCCCC1 | 0% | -8% | -10% | 3% | -8% | -13% | 7% | -6 | -5%
COc1ccc(N/C=C\C(=O)c2ccc3ccccc3c2)cc1 | 3% | -1% | 5% | -24% | -17% | 0% | 40% | 1 | 8%
O=C(CN(Cc1ccc(F)cc1)C(=O)CCC(=O)Nc1ccccn1)NCc1ccco1 | -5% | -4% | 3%[57.1 µM] | 8% | -22% | 2% | -2%[57.1 µM] | 0 | -2%
O=[N+]([O-])c1cccc(OCc2cn3cccnc3n2)c1 | 0% | 11% | 2%[57.1 µM] | ? | 2% | 1% | 18%[57.1 µM] | -5 | 0%
CCSc1nnc(NC(=O)c2cccnc2Cl)s1 | -4% | -6% | -6% | 30%[56.9 µM] | -4% | 1% | 2% | -14 | -4%
O=C(Nc1ccc(-c2csc(-c3ccccc3)n2)cc1)c1ccccc1Cl | -6% | 0% | 14% | -10% | 8% | 0% | 25% | -3 | 8%
Cc1nn(C(=O)C2CC2)c(C)c1Sc1ccc(Cl)cc1 | -2% | 2% | -5% | -8% | -17% | 5% | -4% | 2 | 1%
Cc1cccc(NC(=O)NC2CC3CCC(C2)N3Cc2ccco2)c1 (stereo not given) | -1% | 0% | 1% | 24% | -12% | 4% | 13% | -2 | -1%
c1ccc(-c2nc(-c3cnc4ccccc4n3)cs2)cc1 | 4% | / | 7% | / | / | / | 49%[0.0914 µM] | 1 | -7%
Cc1ccc(NC(=O)c2cc3cccc([N+](=O)[O-])c3[nH]2)cc1 | 1% | 1% | 4% | -8% | -18% | 7% | 16% | -2 | 3%
CCC(C)/C(C)=N/NC(=O)c1ccccc1OCCOc1ccccc1 (stereo not given) | 1% | 5% | -6% | 26% | -14% | -4% | -9% | -11 | -4%
CCN(c1ccccc1)S(=O)(=O)c1cc(Br)cc2c1N(C(=O)C1CC1)CC2 | 0% | 0% | -5% | -6% | -8% | 6% | -2% | -4 | -3%
COC(=O)N/N=C/c1cn(Cc2ccccc2F)c2ccccc12 | -3% | 1% | -4%[57.1 µM] | -1% | -17% | 7% | -13%[2.29 µM] | 3 | 1%
Cc1cc(NC(=O)c2c(F)cccc2Cl)no1 | -3% | 6% | 6%[57.1 µM] | 0% | -17% | 7% | 6%[57.1 µM] | -1 | 4%
CC(=O)Nc1ccc(S(=O)(=O)N2CCN(c3nnnn3-c3ccccc3)CC2)cc1 | -3% | -2% | -11% | 18% | -14% | 0% | -12% | -10 | -7%

Further structures:
SMILES | Vif-A3G inh | Vif-APOBEC3F blk | TrxR1 substrate | RGS4 inh | USP1-UAF1 inh | mIDH1 inhibitor | rTrxR1 inhibitor | LDHA block | Glioma ERSR ind
CCOC(=O)c1cccc(NC(=O)N2CC=C(c3c[nH]c4ccccc34)CC2)c1 | ? | 5µM* | 1% | -5% | ? | -10% | 9% | 3 | -5%
O=C(CNC(=O)c1ccccc1Cl)N/N=C/C=C/c1ccccc1 | -4% | 2% | 5%[57.1 µM] | -6% | -10% | 4% | 1%[57.1 µM] | -3 | -1%
Cc1cc(C(=O)OCC(=O)NC2CCCCC2)c(C)o1 | 3% | 5% | -14% | 11% | 0% | -2% | 0%[57.1 µM] | -7 | 4%
COc1ccc(NC(=O)c2nc(-c3ccc(C)cc3)n3c2CCCCC3)c(OC)c1 | 1% | -2% | 1% | 0% | -29% | -11% | 4% | -4 | -4%
COc1nc(=O)n(C2CCCO2)cc1C (stereo not given) | -1% | 0% | 0% | -11% | 5% | 0% | 7% | -4 | -3%
C[C@]12CCC3c4ccc(OCC(=O)O)cc4CCC3C1CCC2=O (stereo not given in full) | -2% | -3% | 11%[0.0914 µM] | 3% | -18% | 7% | 17% | -1 | -3%
O=C(NCCCNC(=O)c1ccccn1)c1ccc(F)cc1 | 2% | -5% | 1% | -29% | -9% | 0% | 27% | -2 | -5%
Fc1ccccc1/C=N/n1c(-c2cccnc2)n[nH]c1=S | 0% | -1% | 8%[57.1 µM] | -39% | -12% | 5% | -8%[57.1 µM] | 0 | -2%
O=C(O)C(c1ccccc1)C(O)C1CC=CCC1 (stereo not given) | -5% | -4% | -7% | 18% | 1% | -1% | 0%[57.1 µM] | -2 | -5%
O=C(c1ccccc1)N1CCc2cc(CNS(=O)(=O)c3ccc(Cl)s3)ccc21 | 2% | -15% | 0%[57.1 µM] | 6% | -21% | -19% | 21%[57.1 µM] | -9 | -4%
Cc1cccc(C(C#N)c2ccc(Cl)nn2)c1 (stereo not given) | -7% | 17% | 9%[57.1 µM] | -1% | -26% | 13% | 31%[57.1 µM] | -3 | -1%
CCCOc1ccc(CSC(=N)N)cc1C(=O)OC | -2% | 0% | 5%[57.1 µM] | 19% | -6% | 1% | 2%[57.1 µM] | 0 | -4%
COc1cccc(NC(=O)CN(CCc2ccccc2)S(=O)(=O)c2ccc(Cl)cc2)c1 | 1% | 1% | 4% | 1% | 2% | 24% | 11% | -59* | -1%
COc1ccccc1-c1c(C)nn2c(C)cc(C)nc12 | 0% | -1% | -3% | -4% | -17% | 0% | 1% | -3 | -5%
O=C(NNC(=O)c1ccccc1-n1cccc1)c1ccc(Cl)cc1Cl | -2% | 11% | 10%[57.1 µM] | -15% | 6% | 0% | 17%[57.1 µM] | -3 | -1%
CC(O)CN1CCN(C(=O)CN2C(=O)NC(c3ccccc3)(c3ccccc3)C2=O)CC1 (stereo not given) | 1% | -5% | -1% | 10% | -17% | -9% | 17% | -2 | -5%
Cc1c(OCC(N)=O)ccc2c(-c3ccccc3)cc(=O)oc12 | -1% | -5% | 33%[activator] | -9% | -16% | 2% | 12% | -9 | -1%
Cc1cccc(C)c1-n1nnnc1S(=O)(=O)Cc1ccccc1Cl | 2% | -2% | 3% | 18% | -11% | 6% | 23% | -5 | -1%
CN(CC(=O)Nc1ccccc1Br)C(=O)c1cccc([N+](=O)[O-])c1 | 0% | -2% | -2% | 11% | -18% | -5% | 6% | -16 | 2%
CN(C)C1(CNC(=O)c2cccc(S(=O)(=O)Nc3ccc(Br)cc3)c2)CCCCC1 | 2% | 5% | 4%[57.1 µM] | -32% | -28% | 6% | -8% | -4 | -2%
Cc1cc(C)cc(NC(=O)CCCc2nnc3n(CC(C)C)c(=O)c4sccc4n23)c1 | -13% | 6% | 3% | -7% | -24% | -12% | 8% | 0 | -2%

Compound activity from PubChem.
